High-throughput results as filed in PubChem BioAssay.
ROCK2 inh: inhibitors of human ROCK2 kinase, primary screen, biochemical, high-throughput, luminescence. AID 604, 2007. inhibition, % at 6 µM. 60,000 compounds, 0.35% hits. purified ROCK2, Kinase-Glo ATP depletion luminescence;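 active means inhibition above the screen-wide mean inhibition plus 3 SD, cut at about 18% in these data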;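 further: plate controls were DMSO wells for no effect and Y-27632 control wells after no-enzyme background subtraction for full effect; many of its hits are not listed in these tables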
Target sequence (O75116 whole entry, looked up): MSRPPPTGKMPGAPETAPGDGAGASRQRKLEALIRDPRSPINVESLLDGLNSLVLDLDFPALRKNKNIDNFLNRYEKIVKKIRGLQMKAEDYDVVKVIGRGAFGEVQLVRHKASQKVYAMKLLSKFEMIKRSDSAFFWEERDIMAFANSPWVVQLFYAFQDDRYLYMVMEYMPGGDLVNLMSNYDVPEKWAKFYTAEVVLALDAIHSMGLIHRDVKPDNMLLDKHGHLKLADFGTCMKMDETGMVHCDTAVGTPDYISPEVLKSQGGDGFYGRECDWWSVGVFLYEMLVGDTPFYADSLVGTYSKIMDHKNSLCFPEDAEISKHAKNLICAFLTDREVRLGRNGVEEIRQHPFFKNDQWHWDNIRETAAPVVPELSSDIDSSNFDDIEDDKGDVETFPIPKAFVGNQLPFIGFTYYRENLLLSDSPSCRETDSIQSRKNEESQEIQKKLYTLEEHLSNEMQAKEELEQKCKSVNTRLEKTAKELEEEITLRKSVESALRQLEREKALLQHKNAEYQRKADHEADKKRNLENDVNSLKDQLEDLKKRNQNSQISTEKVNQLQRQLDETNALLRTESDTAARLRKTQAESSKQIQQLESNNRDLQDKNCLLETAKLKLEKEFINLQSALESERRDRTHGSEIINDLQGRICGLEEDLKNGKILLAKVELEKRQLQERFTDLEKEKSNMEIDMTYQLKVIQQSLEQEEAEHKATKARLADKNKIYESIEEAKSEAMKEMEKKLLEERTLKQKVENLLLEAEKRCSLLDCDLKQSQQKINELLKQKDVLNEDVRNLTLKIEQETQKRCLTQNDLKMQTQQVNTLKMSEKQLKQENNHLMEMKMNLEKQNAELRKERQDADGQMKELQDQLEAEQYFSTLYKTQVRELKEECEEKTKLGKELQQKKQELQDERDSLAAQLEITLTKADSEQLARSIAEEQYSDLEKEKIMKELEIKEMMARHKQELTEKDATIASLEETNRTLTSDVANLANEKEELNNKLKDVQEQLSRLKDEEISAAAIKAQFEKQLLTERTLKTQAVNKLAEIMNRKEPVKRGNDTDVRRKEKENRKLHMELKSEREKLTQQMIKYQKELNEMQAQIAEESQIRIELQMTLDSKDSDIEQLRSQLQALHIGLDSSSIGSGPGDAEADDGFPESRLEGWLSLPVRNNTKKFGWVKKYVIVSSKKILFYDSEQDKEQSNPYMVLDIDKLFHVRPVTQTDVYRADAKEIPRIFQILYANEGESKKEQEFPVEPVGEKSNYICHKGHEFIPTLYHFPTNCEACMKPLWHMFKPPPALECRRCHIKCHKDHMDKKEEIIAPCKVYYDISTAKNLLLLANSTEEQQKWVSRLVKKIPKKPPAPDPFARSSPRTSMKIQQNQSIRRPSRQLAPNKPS
E coli RNAP: E. coli RNAP inhibitors, biochemical; E. coli RNA polymerase, fluorescence transcription assay; inhibition, %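 (tested at 10 µM)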; 62,000 compounds, 0.2% hits; DNA-directed RNA polymerase subunit beta (Escherichia coli (strain K12)), P0A8V2; in the data active means inhibition above about 20%;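 further: 0% = enzyme without compound and 100% = no enzyme blank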
PKA kinase inh: inhibitors of human PKA kinase activity, primary screen, biochemical, ATP-depletion luminescence, Kemptide substrate; cAMP-dependent protein kinase catalytic subunit alpha (Homo sapiens), P17612; PKA Kemptide phosphorylation, Kinase-Glo ATP luminescence; inhibition, % at 6 µM; 65,000 compounds, 0.1% hits; AID 524, 2006;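 active means inhibition above the screen-wide mean inhibition plus 3 SD, cut at about 21% in these data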; further: many of its hits are not listed in these tables
AP complement: alternative complement pathway inhibitors, primary screen, biochemical, ELISA, human serum, orthogonally pooled compounds; LPS-coated ELISA, C3 deposition; tested in compound mixtures; inhibition, % at 5 µM; 62,000 compounds, 0.08% hits;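 active means inhibition above 30% in each of the two pooled mixtures holding the compound, so the lower value exceeds 30%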;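 further: 0% = serum in Mg-EGTA without compound and 100% = EDTA serum blank; some compounds past the cut are filed as inactive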
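Assay system: Human serum alternative complement pathway, C3 deposition on LPS-coated wells | Incubation: 1 h serum-compound exposure at 37 °C | Doses: 5 µM per compound in ten-compound mixtures | Read-out: Percent inhibition | Technique: ELISA with HRP anti-human C3 antibody, TMB substrate, absorbance 450 nm | Replication: Two pool placements per compound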
CatS inh: inhibitors of human cathepsin S, biochemical, compound mixtures. 62,000 compounds, 0.06% hits. inhibition, %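 (tested at 5 µM per compound within 10-compound mixtures)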. AID 501, 2006. recombinant cathepsin S, AMC dipeptide fluorescence, pooled mixtures. P25774; in the data active means inhibition above about 32%, passing the limit was not always enough; inconclusive means no clear call, values can overlap the other calls;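 further: 0% = enzyme without compound and 100% = blank without enzyme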
RORA act: activators of orphan receptor RORA, primary screen, cell-based, luminescence. Nuclear receptor ROR-alpha (Homo sapiens), P35398. CHO-K1 Gal4-RORA LBD luciferase reporter; percent increase over mock-subtracted basal signal. activation, % at 10 µM. 65,000 compounds, 1.5% hits. AID 560, 2006;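 active means activation above the mean of all tested compounds plus 3 SD, cut at about 49% in these data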;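 further: 0% = DMSO-treated RORA cells and 100% = added signal equal to DMSO minus mock-transfected cells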
CatB mix inh: cathepsin B inhibitors from pooled compounds, primary screen, biochemical, compound mixtures, AMC fluorescence | Purified cathepsin B, AMC dipeptide fluorescence | inhibition, %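 (ten-compound pools at 5 µM per compound and 50 µM total)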 | 62,000 compounds, 0.06% hits | AID 488, 2006; in the data active means inhibition above about 22%, passing the limit was not always enough; inconclusive means no clear call, values can overlap the other calls;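 further: 0% = enzyme without compound and 100% = no enzyme blank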
CatB block: human cathepsin B inhibitors, primary screen, biochemical, fluorogenic substrate | P07858 | 63,000 compounds, 0.1% hits | AID 453, 2006 | purified cathepsin B, fluorescence | inhibition, %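 (tested at 10 µM)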; in the data active means inhibition above about 21%;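 further: 0% = enzyme with no compound and 100% = no enzyme blank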
JNK3 blocker: JNK3 kinase activity inhibitors, primary screen, biochemical, human, purified enzyme. Mitogen-activated protein kinase 10 (Homo sapiens), P53779. HTS. inhibition, % at 8 µM. 60,000 compounds, 0.61% hits. AID 746, 2007; in the data active means inhibition above about 17%;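 further: 0% = DMSO and 100% = reference inhibitor; many of its hits are not listed in these tables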
Numbers without * were called inactive; ? = inconclusive; / = no result given.

SMILES	ROCK2 inh	E coli RNAP	PKA kinase inh	AP complement	CatS inh	RORA act	CatB mix inh	CatB block	JNK3 blocker
COc1cccc(CNC(=O)C2CCN(S(=O)(=O)N3CCCC3)CC2)c1	2	5	2	17	-3	-10	5	-4	-9
COc1ccc(NC(=O)c2ccc3c(=O)n(Cc4ccco4)c(=S)[nH]c3c2)c(OC)c1	4	5	6	-5	6	-14	-10	-4	1
c1cnc(Oc2ccc(-c3nnco3)cc2)cn1	5	-4	9	-13	-1	13	-1	-1	4
CCc1c(C)sc(NC(=O)c2ccco2)c1C(=O)N1CCOCC1	2	-8	4	-1	-6	-1	-1	-1	-5
CN=c1oc2ccc(Cl)cc2cc1C(N)=O	0	14	1	-4	-9	-3	-11	6	2
c1ccc(OCCSc2nc3ccccc3o2)cc1	5	7	8	20	-3	0	0	2	5
O=C(CSc1nc2cc(Cl)ccc2o1)N1CCOCC1	3	-1	-1	8	4	12	-3	-3	-3
c1ccc(-c2cn3cccnc3n2)cc1	/	-24	0	1	-4	2	-16	-8	/
CCNC(=O)C1(c2ccccc2)CCCC1	/	2	/	4	-13	/	-4	-2	/
Cc1occc1C(=O)OCC(=O)Nc1ccc(F)cc1	-14	-3	0	/	/	0	/	5	-5
COc1cc(NC(=O)Cc2ccccc2OC)cc(OC)c1	4	2	6	-11	6	-4	1	9	1
COc1cccc(CNC(=O)C2CCN(S(=O)(=O)N3CCCCC3)CC2)c1	4	9	15	1	-2	-4	2	7	3
Cc1nc2nc(C)c(CCC(=O)NC(C)c3ccc4c(c3)OCCO4)c(C)n2n1 (stereo not given)	2	-9	5	-2	-9	0	-4	1	-2
COc1ccc2[nH]c(=O)c(CN(CCO)S(=O)(=O)c3ccc4c(c3)OCCO4)cc2c1	10	9	11	3	1	-24	3	3	2
COc1ccc(Nc2cc(C)nc3ccccc23)cc1	10	7	6	1	3	-2	-9	9	4
Cc1noc(C)c1CSc1nc2sc(C)c(C)c2c(=O)n1C1CCCC1	5	1	10	-1	1	-1	-6	-5	4
COCCNC(=O)c1ccc(NS(=O)(=O)c2cc(C)ccc2C)cc1	-1	-9	8	11	-10	-9	-1	1	-9
CC(C)OC(=O)CSc1nc2ccccc2s1	12	6	11	30	1	12	3	2	2
N#CCCn1c(C(C#N)(CCC#N)CCC#N)nc2ccccc21	-4	2	-3	17	1	-26	7	1	1
CCN(CC)C(=O)Cn1ncc2c1-c1ccccc1OC2	7	11	10	9	10	-18	6	-1	-4
O=C(c1nsc(Cl)c1Cl)N1CCCCC1	3	3	0	12	-15	16	5	-1	-2
CC(=O)c1c(C(C)=O)c(C)n(NC(=O)c2ccccc2O)c1C	-1	-10	-1	19	-18	13	-7	-3	1
CC(=O)c1cnc(Nc2nc(C)c3ccccc3n2)nc1C	-3	7	2	16	5	-18	7	5	1
COc1ccc(N2CCN(CCNC(=O)CCNS(=O)(=O)c3cccs3)CC2)cc1	/	-1	-4	6	25	-14	0	1	/
CC1(C)OC(C(N)=O)C(C(N)=O)O1 (stereo not given)	-1	0	5	-2	6	19	-7	-5	4
CC(=O)C1=C(O)C(=O)N(CCN2CCOCC2)C1c1ccccc1 (stereo not given)	-4	5	-5	11	1	1	-4	2	2
COc1ccc(C2=C(C)CC(C)(C)NC2=O)cc1OC	3	8	3	13	8	-11	3	3	-3
Cc1cc(C(F)F)n2nc(C(=O)Nc3cccc(C(F)(F)F)c3)nc2n1	6	-5	8	-4	?	-1	8	0	-5
CCOC(=O)c1c(-c2ccncc2)csc1N	-3	0	-2	4	21	9	3	12	-3
COc1ccc(OC)c2sc(NC(=O)c3ccc(Br)s3)nc12	-1	9	4	-1	7	-6	-4	-4	-6
Cc1nc(N2CCOCC2)[nH]c(=O)c1CCC(C)C	5	4	-2	6	5	-4	3	2	3
CCCN1Cc2cccc(C(=O)Nc3ccc4c(c3)OCCO4)c2C1=O	6	4	5	6	0	-28	2	0	2
O=C(NCc1ccco1)c1nc2ccccc2s1	2	5	2	24	5	7	8	-2	3
O=C(O)C1CCN(Cc2cnn(-c3ccccc3)c2-n2cccc2)CC1	1	-3	-1	7	-7	-16	-5	-2	2
COc1ccc(C(=O)N2CCN(C(=O)CC(C)C)CC2)cc1OC	8	-2	15	20	-13	4	2	-11	7
COc1ccc(-c2nnc(SCC(=O)c3cccs3)o2)c(OC)c1	-1	8	1	8	-2	20	1	7	-2
O=C(Nc1ccc(CN2CCOCC2)cc1)c1cc2ccccc2oc1=O	/	12	-2	8	4	38	9	0	/
CC1CCN(CC(O)COC2CCC(C(C)(C)C)CC2)CC1 (stereo not given)	4	11	5	-1	-2	0	-1	1	-3
Cc1oc(-c2ccc(Cl)cc2)nc1CN1CCC(C(=O)N2CCc3ccccc3C2)CC1	4	6	10	16	8	9	2	1	3
CCC(CC)c1nc2cc(OC)c(OC)cc2c(=O)o1	5	8	2	/	/	-6	/	1	5
COc1ccccc1Cn1c(=O)c2ccccc2n2c(SCC(=O)N3CCCCC3)nnc12	-6	/	-7	8	6	6	-5	0	4
COc1ccc(C(C)=O)cc1COC(=O)c1c(C)noc1C	3	4	2	1	4	-5	-2	2	24*
Cn1c(SCc2ccc(C#N)cc2Cl)nc2ccccc21	2	6	5	-7	15	82*	0	10	5
COc1cccc(NC(=O)CSc2nnc(-c3ccc(C)cc3)o2)c1	4	1	10	3	19	12	-1	2	3
O=C(Cc1ccccc1)Nc1cccc(-c2nnc(-c3ccco3)o2)c1	5	18	4	11	3	9	3	1	-2
O=c1cc(CSc2nnnn2-c2ccccc2)nc2scc(-c3ccccc3)n12	1	-1	-3	9	-19	7	-5	5	-1
CCS(=O)(=O)n1nc(-c2ccccc2)nc1SCc1ccccc1	3	7	-1	-2	1	33	-6	0	1
C=CCC(NCCCO)c1cccc(OC)c1OC (stereo not given)	3	9	9	9	-14	-12	0	4	2
CCOC(=O)c1cc(-c2ccc3c(c2)OCCO3)nc2c1c(C)nn2CCC#N	6	-12	13	-7	-8	-16	-7	-2	2
CCOc1ccc(C2CC(c3cccc(OC)c3)Nc3nc(N)nn32)cc1 (stereo not given)	-1	-12	-7	-11	2	1	2	-3	4
COc1cc(C2NC(=O)NC(C)=C2C(=O)OCc2ccccc2)ccc1O (stereo not given)	8	7	11	17	-6	-26	-8	2	20*
CSc1ccccc1C(=O)NCc1ccc2c(c1)OCO2	-7	1	-6	14	-5	-13	-4	-2	-6
CCOC(=O)c1[nH]c2ccc(OC)cc2c1NC(=O)C(C)N1CCSCC1 (stereo not given)	6	1	7	8	-6	-17	-4	0	-3
Cc1cc(Cl)cc(Br)c1OCCNCC(C)O (stereo not given)	8	4	9	11	-4	-14	3	5	-1
CCCCCCn1c(SCCN2CCOCC2)nc2c1c(=O)[nH]c(=O)n2C	-11	0	2	/	/	-15	/	-2	-1
COc1ccc(C2CC(C(F)(F)F)n3nc(C(=O)NCc4cn(C)nc4C)c(Cl)c3N2)cc1 (stereo not given)	6	3	11	10	1	4	2	4	1
Cc1nc(-c2ccccc2)sc1C(N)=O	1	-1	-4	-16	29	18	6	7	4
CCOc1cc(CNCC2CCCO2)cc(Br)c1OCC(N)=O (stereo not given)	12	1	14	21	-6	-3	1	0	7
Cc1[nH]nc2c1C1(CCC(c3ccccc3)CC1)C(C#N)=C(N)O2 (stereo not given)	-4	13	-5	4	16	9	2	5	3
CC(C)NS(=O)(=O)c1ccc(NC(=O)c2cccnc2)cc1	7	5	6	15	10	25	0	2	-1
Next results
SMILES	ROCK2 inh	E coli RNAP	PKA kinase inh	AP complement	CatS inh	RORA act	CatB mix inh	CatB block	JNK3 blocker
O=C(O)c1cc(S(=O)(=O)N2CCCCC2)ccc1F	2	1	5	7	8	-20	6	3	2
CCN(CC)CCCNC(=O)c1cc(-c2ccc(Cl)cc2)on1	9	3	6	11	-4	19	5	2	9
COc1ccc(NC2CC(=O)NC2=O)cc1 (stereo not given)	4	0	5	10	-3	9	1	-1	-4
Brc1ccc(-c2nc(-c3ccccc3)no2)o1	5	/	6	5	-16	68*	-3	-2	1
CSCC[C@H](NC(=O)OC(C)(C)C)c1nnc(SCC(=O)Nc2c(C)cccc2C)o1	-3	8	2	16	-26	-12	-2	2	1
COc1ccc(Nc2nc(N)nc(C(F)(F)F)n2)c(OC)c1	9	4	6	5	0	1	-3	2	3
COc1ccc(C(=O)COC(=O)CCN=C2NS(=O)(=O)c3ccccc32)cc1OC	6	9	7	-9	12	-4	2	4	-2
COC(=O)CSc1nc2ccccc2nc1SCC(=O)OC	/	11	6	-1	-7	-8	1	6	/

Molecules above that contain two or more sulfur atoms (9):
SMILES	ROCK2 inh	E coli RNAP	PKA kinase inh	AP complement	CatS inh	RORA act	CatB mix inh	CatB block	JNK3 blocker
Cc1noc(C)c1CSc1nc2sc(C)c(C)c2c(=O)n1C1CCCC1	5	1	10	-1	1	-1	-6	-5	4
CC(C)OC(=O)CSc1nc2ccccc2s1	12	6	11	30	1	12	3	2	2
COc1ccc(N2CCN(CCNC(=O)CCNS(=O)(=O)c3cccs3)CC2)cc1	/	-1	-4	6	25	-14	0	1	/
COc1ccc(OC)c2sc(NC(=O)c3ccc(Br)s3)nc12	-1	9	4	-1	7	-6	-4	-4	-6
COc1ccc(-c2nnc(SCC(=O)c3cccs3)o2)c(OC)c1	-1	8	1	8	-2	20	1	7	-2
O=c1cc(CSc2nnnn2-c2ccccc2)nc2scc(-c3ccccc3)n12	1	-1	-3	9	-19	7	-5	5	-1
CCS(=O)(=O)n1nc(-c2ccccc2)nc1SCc1ccccc1	3	7	-1	-2	1	33	-6	0	1
CSCC[C@H](NC(=O)OC(C)(C)C)c1nnc(SCC(=O)Nc2c(C)cccc2C)o1	-3	8	2	16	-26	-12	-2	2	1
COC(=O)CSc1nc2ccccc2nc1SCC(=O)OC	/	11	6	-1	-7	-8	1	6	/

These rows are one share of the data; rates above refer to the full screens.
